POLB inh: qHTS Assay for Inhibitors of DNA Polymerase Beta. Pol beta primer extension/strand displacement, fluorescence kinetic. Potency, µM (highest dose often 114 µM), without a hit: at the top dose activity change, negative = inhibition, usual class: inhibitors. 340,000 compounds, 1.3% hits. AID 485314, 2010; further: on the % scale 0 is the no-effect control and ±100 the full control effect
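Homogeneous kinetic assay of primer extension and strand displacement by 10 nM Pol beta, preincubated 15 min at room temperature with compound before 50 nM substrate (final) was added. Read at 0 and 10 min; four-parameter Hill fit.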
BAZ2B inh: qHTS Assay for Inhibitors of BAZ2B. Bromodomain adjacent to zinc finger domain protein 2B (Homo sapiens), Q9UIF8. AlphaScreen BAZ2B-H3K14Ac peptide displacement. Potency, µM (top dose mostly 114 µM), without a hit: at the highest dose activity change, negative = inhibition, actives largely listed as inhibitors. 360,000 compounds, 4.4% hits. AID 504333, 2011; further: on the % scale 0 is the no-effect control and ±100 the full control effect; nearly all actives have a fitted effect of over 60% in size
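Protein-peptide AlphaScreen: BAZ2B 50 nM, b-H3K14Ac 50 nM, 1x PBS pH 7.4 + 0.01% Tween-20. Preincubation 30 min RT; cpd 30 min RT (top 110 uM); beads 20 min RT, light-protected.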
Pol kappa inh: qHTS for Inhibitors of Polymerase Kappa. DNA polymerase kappa (Homo sapiens), Q9UBT6. purified Pol kappa, fluorescent DNA synthesis assay, 10 min. Potency, µM (titrated, usually from 107 µM), inactives show at the top dose activity, negative = inhibition, usual class: inhibitors. 400,000 compounds, 0.53% hits. AID 588579, 2011; further: on the % scale 0 is the no-effect control and ±100 the full control effect
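Kinetic fluorescence screen: compound preincubated 15 min RT with 10 nM enzyme; 50 nM substrate (final) initiates; reads at 0/10 min.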
Apoferritin bind: qHTS Assay for Identification of Novel General Anesthetics; Ferritin light chain (Equus caballus), P02791; apoferritin/1-aminoanthracene competitive binding, fluorescence; Potency, µM (series often up to 77.5 µM), inactives show at the highest dose activity change, negative = displacement, actives largely listed as inhibitors; 350,000 compounds, 0.074% hits; AID 485281, 2010; further: on the % scale 0 is the no-effect control and ±100 the full control effect; nearly all actives have a fitted effect of over 20% in size
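Read-out: endpoint 1-AMA fluorescence, excitation 380 nm and emission 535 nm, after compounds sit 10 min at room temperature with 10 uM horse-spleen apoferritin in 50% saturated 1-AMA/PBS. Values come from four-parameter Hill fits.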
POLH inh: qHTS for Inhibitors of Polymerase Eta. recombinant Pol eta, fluorescent DNA replication assay. Potency, µM (top dose mostly 114 µM), inactives show at the highest dose activity change, negative = inhibition, actives largely listed as inhibitors. 390,000 compounds, 1.2% hits. AID 588591, 2011; further: on the % scale 0 is the no-effect control and ±100 the full control effect
Target sequence (Q9Y253 whole entry, looked up): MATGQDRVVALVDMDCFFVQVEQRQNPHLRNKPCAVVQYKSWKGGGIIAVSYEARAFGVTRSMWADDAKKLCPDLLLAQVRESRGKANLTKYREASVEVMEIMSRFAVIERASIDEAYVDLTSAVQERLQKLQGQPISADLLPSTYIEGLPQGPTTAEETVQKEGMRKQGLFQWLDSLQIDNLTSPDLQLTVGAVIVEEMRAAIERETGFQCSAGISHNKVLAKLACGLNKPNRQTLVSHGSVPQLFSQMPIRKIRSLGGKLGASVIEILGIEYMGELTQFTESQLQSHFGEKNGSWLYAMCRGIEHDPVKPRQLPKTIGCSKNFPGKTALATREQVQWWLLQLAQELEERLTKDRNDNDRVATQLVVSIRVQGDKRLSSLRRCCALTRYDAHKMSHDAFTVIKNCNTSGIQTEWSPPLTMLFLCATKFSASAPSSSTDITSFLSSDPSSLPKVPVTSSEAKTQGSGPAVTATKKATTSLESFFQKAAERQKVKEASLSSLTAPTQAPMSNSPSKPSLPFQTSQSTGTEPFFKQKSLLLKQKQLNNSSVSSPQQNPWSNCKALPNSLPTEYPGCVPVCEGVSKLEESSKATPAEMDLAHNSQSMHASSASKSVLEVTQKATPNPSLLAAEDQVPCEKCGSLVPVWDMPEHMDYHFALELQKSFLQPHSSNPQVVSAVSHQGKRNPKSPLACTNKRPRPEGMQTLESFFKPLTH
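Pol eta at 10 nM preincubated with compounds 15 min at room temperature; reaction started with fluorescent substrate (50 nM final) and read kinetically at 0 and 10 min.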
BLM helicase inh: qHTS Assay for Inhibitors of Bloom's syndrome helicase (BLM) | RecQ-like DNA helicase BLM (Homo sapiens), P54132 | 350,000 compounds, 0.2% hits | recombinant BLM DNA unwinding, fluorescence dequenching | Potency, µM (doses to about 56.1 µM), for the others: at the top dose activity change, negative = inhibition, usual class: inhibitors | AID 2528, 2010;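 further: plate controls were vehicle for no effect and no enzyme for full effect; nearly all actives have a fitted effect of over 35% in size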
APE1 inh: qHTS Assay for Inhibitors of the Human Apurinic/apyrimidinic Endonuclease 1 (APE1) | recombinant APE1, TAMRA/BHQ-2 abasic DNA cleavage fluorescence | Potency, µM (highest dose often 65.8 µM), inactives show at the highest dose activity change, negative = inhibition, most hits filed as inhibitors | 350,000 compounds, 0.35% hits;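 further: plate controls were vehicle for no effect and reference inhibitor for full effect; nearly all actives have a fitted effect of over 55% in size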
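Enzyme (0.75 nM final) and test compound are incubated 15 min at room temperature before adding 50 nM quenched THF abasic-site duplex. Cleavage dequenches TAMRA, followed at 525/598 nm over three reads one minute apart.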
G9a block: qHTS Assay for Inhibitors of Histone Lysine Methyltransferase G9a. G9a H3K9 monomethylation, AlphaScreen, 2 h. Potency, µM (highest dose often 102 µM), for the others: top-dose activity, negative = inhibition, actives largely listed as inhibitors. 350,000 compounds, 8.8% hits. Histone-lysine N-methyltransferase EHMT2 (Homo sapiens), Q96KQ7. AID 504332, 2011; further: on the % scale 0 is the no-effect control and ±100 the full control effect; nearly all actives have a fitted effect of over 75% in size
Target sequence (Q96KQ7 913-1193 limits assumed): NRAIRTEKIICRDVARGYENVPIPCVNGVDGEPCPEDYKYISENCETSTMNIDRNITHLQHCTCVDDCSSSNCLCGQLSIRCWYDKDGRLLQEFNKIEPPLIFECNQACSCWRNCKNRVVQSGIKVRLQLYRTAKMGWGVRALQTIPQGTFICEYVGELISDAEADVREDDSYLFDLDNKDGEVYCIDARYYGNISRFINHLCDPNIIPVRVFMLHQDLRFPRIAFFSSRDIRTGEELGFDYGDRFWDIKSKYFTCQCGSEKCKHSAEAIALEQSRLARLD
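Readings reflect AlphaScreen signal from monomethyl-H3K9 antibody detection. HMT at 20 nM; substrate b-H3K9 500 nM; cofactor SAM 20 uM; 2 h RT reaction; compounds tested as titrations in qHTS with 15 min preincubation.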
Pol iota inh: qHTS for Inhibitors of Polymerase Iota; DNA polymerase iota (Homo sapiens), Q9UNA4; Pol iota fluorescent replication assay, 10 min; Potency, µM (doses to about 115 µM), inactives show at the highest dose activity, negative = inhibition, actives largely listed as inhibitors; 390,000 compounds, 1% hits; AID 588590, 2011
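Fluorescent replication assay read twice, at 0 min and 10 min after adding 50 nM (final) substrate. Enzyme (10 nM) and compounds were first incubated 15 min at room temperature; enzyme-free buffer wells were negative controls.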
Starred values were filed as active, the others as inactive; ? = inconclusive; . = not tested or not shown; [ ] = dose if it differs, or a comment. The call rests on the fitted dose curve; in most records, active means well fitted curve in the direction sought with a large enough effect; inconclusive means small, poorly fitted or top-dose-only effect, or another doubt; inactive means no such curve, though single readings can be large; an effect the other way counts as inactive or inconclusive. Potency means the concentration at half of the fitted maximal effect. An excerpt, so the mix of outcomes need not match the whole.

SMILES	POLB inh	BAZ2B inh	Pol kappa inh	Apoferritin bind	POLH inh	BLM helicase inh	APE1 inh	G9a block	Pol iota inh
Cc1cc(NC(=O)Cn2nc(C)c([N+](=O)[O-])c2C)no1	16%	-18%	-1%	-5%	4%	-2%	-4%	-28%	22%
Cc1c(NC(=O)C(C)OC(=O)c2nc(Cl)ccc2Cl)c(=O)n(-c2ccccc2)n1C (stereo unspecified)	-1%	10%	-12%	1%	-8%	-1%	51%[activator]	-51%	14%
CCOC(=O)c1c(C)[nH]c(C(=O)N2CCN(C(=O)OCC)CC2)c1C	52%	3%	1%	-11%	-13%	4%	9%	-3%	44%[activator]
CC(NC(=O)C1CCCO1)c1ccccc1 (stereo unspecified)	-1%	0%	6%	-18%	-7%	2%	5%	-14%	-17%
O=C(Nc1ccc(C(F)(F)F)cc1)C1CCC(CNS(=O)(=O)c2cccc3nsnc23)CC1 (stereo unspecified)	-19%	-8%	-25%	1%	-13%	-6%	.	2%[59 µM]	5%
C#CCOCCOCCOCCNc1nc(N2CCOCC2)nc(N2CCN(C(=O)[C@H](Cc3cc4ccccc4[nH]3)n3cc([C@@H](N)C(C)CC)nn3)CC2)n1 (stereo partly specified)	-7%	?	3%	-23%	-24%	3%	?	?	?
O=[N+]([O-])c1ccc(Oc2cccc(C(F)(F)F)c2)nc1	0%	-20%	-21%	-13%	1%	-1%	0%	2%	-23%
Cc1nc2cncnc2n(-c2ccccc2)c1=O	.	.	-4%[60.1 µM]	.	.	2%	3%	16%[12.7 µM]	.
O=C(Nc1ccccc1O)N1c2ccccc2Sc2ccccc21	4%	-28%	-15%	-2%	-7%	-13%	12%	7%	-10%
CC(=O)N1CCc2cc(S(=O)(=O)CCC(=O)N(C)Cc3ccco3)ccc21	18%	-23%	11%	17%	-5%	0%	87%[activator]	18%	60%[activator]
CS(=O)(=O)N(CC(=O)Nc1ccccc1-c1ccccc1)c1ccccc1	3%	?	-13%	-14%	-5%	-7%	-6%	-3%[59 µM]	19%
COC(=O)c1ccc(C)c(NC(=O)CN(c2ccccc2)S(=O)(=O)N(C)C)c1	10%	-13%	-7%	-7%	-3%	1%	0%	6%	91%[activator]
COc1ccc(OC)c(N=c2oc3c(OC)cccc3cc2C(=O)NCc2ccco2)c1	22%	.	-9%	-16%	4%	-3%	-2%	17%[59 µM]	8%
COc1cccc2cc(C(=O)NNC(=O)c3ccc(Br)cc3)c(=O)oc12	?	-8%	-9%	-9%	4%	-1%	1%	45µM*	106%[activator]
CCOc1ccccc1C1C(C(=O)Nc2ccccc2)=C(C)Nc2nc(-c3ccccc3)nn21 (stereo unspecified)	?	-8%	12%	-18%	-10%	-5%	.	-11%[59 µM]	8%

Next section (4 carried over from the part before).
SMILES	POLB inh	BAZ2B inh	Pol kappa inh	Apoferritin bind	POLH inh	BLM helicase inh	APE1 inh	G9a block	Pol iota inh
COC(=O)c1ccc(C)c(NC(=O)CN(c2ccccc2)S(=O)(=O)N(C)C)c1	10%	-13%	-7%	-7%	-3%	1%	0%	6%	91%[activator]
COc1ccc(OC)c(N=c2oc3c(OC)cccc3cc2C(=O)NCc2ccco2)c1	22%	.	-9%	-16%	4%	-3%	-2%	17%[59 µM]	8%
COc1cccc2cc(C(=O)NNC(=O)c3ccc(Br)cc3)c(=O)oc12	?	-8%	-9%	-9%	4%	-1%	1%	45µM*	106%[activator]
CCOc1ccccc1C1C(C(=O)Nc2ccccc2)=C(C)Nc2nc(-c3ccccc3)nn21 (stereo unspecified)	?	-8%	12%	-18%	-10%	-5%	.	-11%[59 µM]	8%
CCOC(=O)CC1Sc2ccccc2NC1=S (stereo unspecified)	-18%	-33%	-4%	58%[activator]	-12%	-10%	1%	45µM*	47%[activator]
COc1ccccc1N1CCN(S(=O)(=O)c2ccc(-c3ccno3)cc2OC)CC1	32%	?	-7%[60.1 µM]	-2%	-13%	-4%	.	-18%[59 µM]	4%
COc1ccc(OCC(O)COc2ccc(OC)cc2)cc1	6%	2%	-6%	?	-23%	-2%	14%	-8%[59 µM]	17%
CN(C(=O)CCN1C(=O)C(C)(C)Nc2ccccc21)c1ccccc1	-23%	-1%	-4%	7%	-7%	-1%	-6%	-28%[12.7 µM]	20%
COc1ccc(NC(=O)C2CCC(CNS(=O)(=O)c3ccc(Br)s3)CC2)cc1OC (stereo unspecified)	16%	1%	3%	-12%	-9%	-5%	.	-7%[59 µM]	7%
COc1cccc(Nc2ncc3ncc(=O)n(C4CC4)c3n2)c1	.	.	-2%[60.1 µM]	.	.	-1%	3%	6%[12.7 µM]	.
CCO[C@H]1OC(C(=O)N2CCN(C)CC2)=C[C@@H](C)[C@@H]1CCCO	2%	-2%	-7%	-6%	3%	0%	3%	10%[12.7 µM]	-30%
COc1ccc(OC)c(S(=O)(=O)n2ccnc2C(C)C)c1	0%	8%	-9%	-1%	-3%	2%	15%	-11%[0.501 µM]	77%[activator]
CCOc1ccc(C(=O)CCC(=O)N2CCN(c3ccccc3O)CC2)cc1	.	.	-8%	.	-2%	.	49%[activator]	.	13%
O=C(COC(=O)c1ccccc1[N+](=O)[O-])NC(=O)c1ccccc1	.	4%	-14%	.	-13%	.	33%	11%[2.33 µM]	34%[activator]
COc1ccc(Nc2nc(N)c(C(=O)c3ccc(F)cc3)s2)cc1	5%	21%	-11%	-21%	-29%	-5%	-27%	?	15%
O=C(C1CC1)N1CCc2cc(Br)cc(S(=O)(=O)N3CCOCC3)c21	21%	5%	-7%	-3%	-2%	1%	-9%	-8%[59 µM]	15%
N#Cc1c(Nc2ccccc2)sc(C(=O)C2CC2)c1N	-21%	13%	-7%[60.1 µM]	7%	2%	5%	2%	79µM*	5%
O=C(c1ccco1)N1CCC[C@@]2(CCN(Cc3ccccc3)C2)C1	.	.	-6%[60.1 µM]	.	.	7%	3%	2%[12.7 µM]	.
COc1cc(C(=O)Cc2nc3ccccc3n2C)cc(OC)c1OC	0%	-19%	1%	3%	-16%	-4%	67%[activator]	11%	2%

Whole records from above:
`COc1ccccc1N1CCN(S(=O)(=O)c2ccc(-c3ccno3)cc2OC)CC1` across the screens: POLB inh: 32%; BAZ2B inh: ?; Pol kappa inh: -7%[60.1 µM]; Apoferritin bind: -2%; POLH inh: -13%; BLM helicase inh: -4%; APE1 inh: .; G9a block: -18%[59 µM]; Pol iota inh: 4%
`CCOc1ccc(C(=O)CCC(=O)N2CCN(c3ccccc3O)CC2)cc1` across the screens: POLB inh: .; BAZ2B inh: .; Pol kappa inh: -8%; Apoferritin bind: .; POLH inh: -2%; BLM helicase inh: .; APE1 inh: 49%[activator]; G9a block: .; Pol iota inh: 13%

Two compounds from above, showing only Pol kappa inh and APE1 inh:
Structure | Pol kappa inh | APE1 inh
N#Cc1c(Nc2ccccc2)sc(C(=O)C2CC2)c1N | -7%[60.1 µM] | 2%
CN(C(=O)CCN1C(=O)C(C)(C)Nc2ccccc21)c1ccccc1 | -4% | -6%

Remaining list, next part.
SMILES	POLB inh	BAZ2B inh	Pol kappa inh	Apoferritin bind	POLH inh	BLM helicase inh	APE1 inh	G9a block	Pol iota inh
CCCCNC(=S)N(C)/N=C/c1ccc2c(c1)OCO2	-11%	-1%	-2%	29%	-13%	-11%	-4%	83%[activator][59 µM]	?
CCOc1ccc(C(=O)NCC(=O)OCC(=O)N2C(C)CCCC2C)cc1 (stereo unspecified)	-2%	7%	-8%	?	-4%	3%	0%	15%	10%
CCCOc1c(Cl)cc(C(=O)NC)cc1OC	17%	-17%	-12%	-4%	8%	-3%	0%	-12%	156%[activator]
CCN1C(=O)c2ccccc2Sc2ccc(NC(=O)Nc3cc(C)cc(C)c3)cc21	-1%	-4%	-4%	-1%	-14%	-5%	.	-38%[59 µM]	-9%
COc1cccc(CN(C)C(=O)c2cc(S(=O)(=O)N3CCCCCC3)ccc2OC)c1	.	6%	-11%	.	-12%	.	7%	5%[12.7 µM]	-4%
CC1CN(C(=O)COC(=O)c2cc3ccccc3cc2O)CC(C)O1 (stereo unspecified)	.	.	-10%	.	-16%	.	26%	.	16%
COC(=O)c1cccc(NC2CC(=O)N(c3ccc(OC)c(OC)c3)C2=O)c1 (stereo unspecified)	-8%	-3%	-1%	2%	11%	-2%	-3%	?	7%
Nc1ccccc1SC1CC(=O)N(c2ccc3c(c2)OCO3)C1=O (stereo unspecified)	-3%	14%	-2%	-3%	3%	9%	-5%	0%	-8%
COC(=O)C1=C(C)NC(=O)CC1c1ccccc1F (stereo unspecified)	0%	-2%	-7%	-7%	12%	-1%	0%	17%[59 µM]	-5%
CCOc1ccc(N(C)C(=O)CCc2nnc3ccc(N4CCCC4)nn23)cc1	1%	-3%	-1%	-11%	-14%	1%	48%	53%[activator]	6%
COc1ccc(-c2[nH]ncc2C2N=C(N)Nc3nc4ccccc4n32)cc1 (stereo unspecified)	29%	-7%	-2%	-6%	-18%	-4%	-2%	15%	204%[activator]
CCOC(=O)c1ccc(NC(=S)N(CCN(C)C)Cc2cccs2)cc1	-1%	-17%	-3%	5%	-21%	-11%	-4%	?	70%[activator]

Source: PubChem (National Center for Advancing Translational Sciences (NCATS))
